# cardiac RTF act – increases calcium sensitivity of human cardiac regulated thin filaments. IANBD-labeled TnC RTF fluorescence at EC20 calcium; 0% EC20 calcium, 100% full calcium. activation, % at 7.2 µM. 340,000 compounds, 0.24% hits;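 active means activation above the mean over all tested compounds plus 3 SD, cut at about 30% in these data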;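 further: rise in fluorescence read as greater calcium sensitivity of cardiac thin filaments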
# CAL PDZ FP-1 – CAL PDZ (human) peptide binding inhibition; Q9HD26; purified CAL PDZ, TMR-peptide fluorescence polarization, 1 h; inhibition, % at 24.9 µM; 300,000 compounds, 0.92% hits; AID 602252;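 active means mean inhibition of at least 30% with at least half of replicates also reaching 30%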;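 further: 0% = DMSO neutral control and 100% = excess unlabeled competitor peptide PRC23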
# CAL PDZ FP-2 – inhibitors of human CAL PDZ peptide binding | purified CAL PDZ, TMR-peptide fluorescence polarization, 1 h | AID 504414 | inhibition, % at 20 µM | 330,000 compounds, 0.02% hits;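 active means highest replicate inhibition of at least 40%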;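 further: plate controls were DMSO neutral control wells for no effect and unlabeled competitor peptide control wells for full effect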
#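 Material: tagged CAL PDZ protein CerCALP, purified; buffer or medium: sodium phosphate/NaCl buffer pH 7.4 with TCEP, IgG, Thesit; also added: fluorescent TMR peptide probe; schedule: 1 h incubation at room temperature before polarization reading; technique: fluorescence polarization from S- and P-plane intensities, G-factor corrected; control set: unlabelled peptide and DMSO controls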
# C-LANA FP – inhibitors of KSHV LANA C-terminal domain DNA binding. MBP-C-LANA/FAM-LBS DNA binding, fluorescence polarization. 340,000 compounds, 0.078% hits. inhibition, % at 9 µM. AID 504423;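 active means highest replicate inhibition at or above 60% at 9 µM, even if other replicates fall short; inactive means all replicates below 60% inhibition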;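 further: 0% = neutral control wells and 100% = 4 µM acridine orange control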
# SR-BI DiI-HDL act – SR-BI HDL lipid transfer activation | CHO ldlA[mSR-BI] cells, DiI-HDL uptake fluorescence, 3 h; 100 = double the neutral-control signal | activation, % at 12.5 µM | 320,000 compounds, 0.096% hits | AID 504775;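 active means mean replicate activation of at least 60% and every replicate at or above 60%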;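 further: 0% = median plate neutral-control signal and 100% = twice that signal; values of inactives mirror those of a sister screen read the other way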
#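 system = CHO ldlA[mSR-BI] cells, LDL receptor-null, SR-BI overexpressing | medium = Ham's F12 with 0.5% BSA, HEPES 25 mM, pH 7.4 | probe or stimulus = DiI-HDL 10 µg/mL | compound dosing = single-point compound dose | incubation = compound exposure 3 h, 37 °C | technique = DiI fluorescence, bottom read | read-out = cell-associated DiI fluorescence as measure of HDL uptake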
# RTF Ca sens inh – cardiac RTF calcium desensitization; inhibition, % at 7.15 µM; 340,000 compounds, 0.12% hits; P19429+P45379; IANBD-labeled cardiac RTF, Ca2+ fluorescence; AID 493244;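 active means inhibition above the mean inhibition of all tested compounds plus 3 SD, cut at about 17% in these data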;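 further: assay run at fixed EC70 calcium of 1.6 mM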
# Keap1-Nrf2 PPI – inhibitors of human Keap1-Nrf2 protein-protein interaction | Q14145 | AID 504523 | 340,000 compounds, 0.15% hits | Keap1 Kelch-Nrf2 peptide fluorescence polarization, 1536-well | inhibition, % at 9.4 µM; in the data active means inhibition above about 12%;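 further: human Keap1 Kelch domain with fluorescein labeled Nrf2 9mer peptide probe; 0% = neutral control wells and 100% = peptide positive control; higher means more block of Keap1 binding to Nrf2 peptide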
# PKA-R2B act – activates the human PKA-R2B holoenzyme complex | P22694+P31323 | PKA-R2B holoenzyme dissociation, Cy5-IP20 fluorescence polarization; R2B truncated from residue 108, S112A mutant; 0% DMSO only, 100% 113 µM cGMP | activation, % at 11.4 µM | 340,000 compounds, 0.079% hits | AID 504700;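 active means activation above a cutoff set at the mean over all compounds plus 3 SD, cut at about 18% in these data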;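 further: higher means more holoenzyme dissociation and a rise in polarization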
# Target sequence (P31323 whole entry, looked up, other chains not shown, the tested form may be a part): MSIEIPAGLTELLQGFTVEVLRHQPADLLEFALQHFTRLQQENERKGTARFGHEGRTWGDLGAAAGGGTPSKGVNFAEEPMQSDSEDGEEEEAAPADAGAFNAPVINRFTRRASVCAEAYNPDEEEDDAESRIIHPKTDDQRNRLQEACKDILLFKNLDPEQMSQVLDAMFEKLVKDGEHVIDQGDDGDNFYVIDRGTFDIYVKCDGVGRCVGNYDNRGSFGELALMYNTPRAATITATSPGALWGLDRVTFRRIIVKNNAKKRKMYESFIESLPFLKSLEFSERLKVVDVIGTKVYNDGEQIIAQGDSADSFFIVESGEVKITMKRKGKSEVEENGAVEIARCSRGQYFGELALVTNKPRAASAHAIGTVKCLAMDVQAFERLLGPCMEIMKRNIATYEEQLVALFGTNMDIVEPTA
# DAGLB inhibitor – blocks human DAGLB lipase activity. Q8NCG7. HEK293T DAGLB membrane lysate, EnzChek fluorogenic substrate. inhibition, % at 5.17 µM. 340,000 compounds, 0.059% hits. AID 504411; in the data active means inhibition above about 34%;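 further: 0% = enzyme with vehicle and 100% = wells lacking enzyme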
# Rtt109 HAT inh – blocks Candida albicans Rtt109/Vps75 acetyltransferase activity; Q5AAJ8; purified Rtt109/Vps75, ThioGlo CoA-SH fluorescence, 4 h; 330,000 compounds, 0.16% hits; inhibition, % at 34.9 µM; AID 540336;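 active means inhibition of at least 50% in every replicate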
# Target sequence (Q5AAJ8 whole entry, looked up): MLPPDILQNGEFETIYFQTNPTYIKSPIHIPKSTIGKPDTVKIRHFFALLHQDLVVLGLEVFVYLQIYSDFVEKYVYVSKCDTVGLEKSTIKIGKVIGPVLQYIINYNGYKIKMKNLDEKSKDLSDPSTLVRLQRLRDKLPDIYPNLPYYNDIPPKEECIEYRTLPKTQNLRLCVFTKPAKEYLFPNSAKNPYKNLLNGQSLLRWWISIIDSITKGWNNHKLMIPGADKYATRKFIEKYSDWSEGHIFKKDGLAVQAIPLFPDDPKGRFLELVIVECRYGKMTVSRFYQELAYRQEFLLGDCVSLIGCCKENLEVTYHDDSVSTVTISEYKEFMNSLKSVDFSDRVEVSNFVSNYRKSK
# * = called active by the depositor; / = not tested or not shown.
SMILES,cardiac RTF act,CAL PDZ FP-1,CAL PDZ FP-2,C-LANA FP,SR-BI DiI-HDL act,RTF Ca sens inh,Keap1-Nrf2 PPI,PKA-R2B act,DAGLB inhibitor,Rtt109 HAT inh
CC1=NS(=O)(=O)NC(C)(C)C1,-1,5,-0.3,-0.4,-8,-1,-1,-9,1,2
CC(=O)Nc1cccc(CNCc2cccc(NC(C)=O)c2)c1,5,-4,-2.3,1.2,-9,-6,-5,-7,1,6
COc1ccccc1N1CCN(C(=O)c2ccc3c(=O)n(Cc4ccc5c(c4)OCO5)c(=O)[nH]c3c2)CC1,4,-3,-2.7,1.3,-17,-3,-4,-4,6,16
CCN1CCN(c2nc(C)c3c(n2)CCCC3=O)CC1,-4,-7,0.3,-0.2,10,-10,3,-2,-3,-7
CC(C)(C)N1OC2CC1c1nc3ccccc3n1C2 (stereo not given),4,-6,-1.9,-2.0,15,4,-1,9,0,3
O=C(Cc1ccc(NC(=O)C2CCN(C(=O)c3ccccc3)CC2)cc1)Nc1ccc(C(=O)N2CCOCC2)cc1,-1,5,-1.6,1.2,/,-3,-6,11,-3,3
Cc1c(C(=O)NCc2ccccn2)oc2ccccc12,2,/,-0.1,0.1,-6,2,-5,-2,1,-13
O=C(CCCN1C(=O)c2cccc3cccc(c23)C1=O)NCc1cccs1,-2,-5,-1.0,-1.0,26,-12,-1,-8,-2,2
Cc1ccsc1/C=N/NC(=O)CN1CCN(S(=O)(=O)c2ccc(Br)cc2)CC1,2,-3,-0.8,-3.6,-28,-6,-7,-9,-3,3
COc1ccc2[nH]c(O)c(N=NC(=O)c3ccc(NS(=O)(=O)c4cccs4)cc3)c2c1,-2,46*,-0.5,1.0,10,2,-4,-10,4,19
COc1ccc(Br)cc1/C=N/n1c(-c2ccccc2)n[nH]c1=S,-3,-3,-1.0,0.5,30,0,-2,-3,1,1
CCCCOC(=O)C1Cc2ccccc2C(=O)O1 (stereo not given),1,5,1.4,0.0,9,-1,-3,-1,0,1
CCOC(=O)Cc1c(C)nc2cc(-c3ccc(C)cc3)[nH]n2c1=O,1,-1,-2.6,0.3,-3,4,3,-12,2,7
CC(=O)N/C(=C\c1ccccc1)C(=O)OCc1cc(C)ccc1C,-3,-5,-3.0,2.1,/,-3,3,-5,-3,4
COc1ccc(/C=N/NC(=O)c2ccc(CSc3nc(C)cc(C)n3)cc2)c(OC)c1OC,-5,-2,-3.6,0.5,-66,6,-1,-8,-4,-20
COC(=O)C1=C[C@@H](C(=O)OC)[C@@H]2C3=C(C(=O)C2(C)C)[C@H](C)n2c(=O)n(-c4ccccc4)c(=O)n2[C@@H]3C1,-5,0,-1.8,0.1,10,1,-7,-13,-2,12
CCC(c1nnnn1Cc1ccc(OC)cc1)N1CCN(c2ccc(OC)cc2)CC1 (stereo not given),2,3,0.0,4.5,8,-2,-2,-10,1,/
CCCCCc1c(C)nc(Nc2ccccc2)[nH]c1=O,2,-3,0.1,1.4,12,-2,-5,7,-1,6
N#Cc1c(-c2ccccc2)nc(SCC(=O)N(c2ccccc2)c2ccccc2)[nH]c1=O,5,-8,-6.2,-0.3,4,-12,-6,8,12,26
COc1ccccc1N1CN(CCc2ccccc2)CNC1=S,-2,-5,0.4,1.2,8,-4,0,2,0,-2
CCN(c1ccccc1)S(=O)(=O)c1ccc(OC)c(NC(=O)CNCCc2ccccc2)c1,0,-2,-3.0,1.0,/,5,0,1,-5,31
N/C(=N/S(=O)(=O)c1ccccc1)c1cccc([N+](=O)[O-])c1,-4,1,-1.5,0.3,13,-9,-3,-12,-6,-3
O=C(CSc1nccn1-c1ccccc1)NCc1ccc2c(c1)OCO2,14,-3,/,0.3,31,-6,-6,-5,2,7
O=c1c2oc3ccccc3c2ncn1Cc1ccccc1Cl,5,-1,/,0.1,-8,-15,0,-11,-1,-6
CC1(C)CC(N(Cc2ccccc2)C(=O)Cc2ccccc2)CCO1 (stereo not given),5,/,-0.2,-0.3,11,-3,-4,13,-2,4
SMILES,cardiac RTF act,CAL PDZ FP-1,CAL PDZ FP-2,C-LANA FP,SR-BI DiI-HDL act,RTF Ca sens inh,Keap1-Nrf2 PPI,PKA-R2B act,DAGLB inhibitor,Rtt109 HAT inh
CCN(Cc1ccncc1)C(=O)CCc1ccccc1,4,2,-0.2,-0.7,/,-2,-6,-1,-2,1
COc1ccc(Nc2cc(C(=O)NC3CCCC3)c3ccccc3n2)c(OC)c1,-3,3,0.2,0.9,-88,1,-2,-5,-1,-2
CN(C)c1ccc(C(=O)c2ccccc2)cc1,0,/,-0.6,0.5,22,-2,5,-8,-6,8
Cc1ccc(-c2csc3nnc(SCc4csc(C)n4)n23)cc1,4,1,-0.9,-0.7,-4,0,-1,-9,-2,5
CCOCCCn1c(NN)nc2ccccc2c1=O,-1,/,-1.0,1.4,-17,-6,1,-7,-3,0
CC(C)c1ccc(NC(=O)c2ccccc2NC(=O)C2CC=CCC2C(=O)O)cc1 (stereo not given),3,-4,-2.1,1.3,8,1,0,1,7,2
CN(CC(=O)NNC(=O)CNC(=O)c1cccs1)S(=O)(=O)c1ccc(Cl)cc1,5,6,-1.5,0.3,13,-16,-4,-2,1,-25
O=C(/C=C/c1ccc(Cl)cc1)NC(=S)Nc1ccc(C(=O)O)cc1,-5,-5,-3.1,-1.4,8,-4,0,-8,-1,-3
CCCNC(=O)c1ccc2c(=O)c(O)c(-c3ccsc3)[nH]c2c1,3,8,1.7,-1.5,-56,-8,3,-7,4,4
Cc1ccc2c(c1)N(CCC(=O)NC1CCCCC1)C(=O)CO2,-3,3,-1.7,1.0,/,-13,-1,6,3,-8
Cc1ccccc1-c1nn(-c2ccc(F)cc2F)cc1CNCC(C)O (stereo not given),5,-1,-0.8,0.6,18,9,0,-6,3,-4
CCOC(=O)N1CCN(S(=O)(=O)c2ccc(OCC(=O)OC)c(Cl)c2)CC1,2,-2,-1.9,-1.5,-17,-3,2,-6,-2,6
CC(C)c1ncc(S(=O)(=O)c2ccc(C(F)(F)F)cn2)c(N)n1,-1,-6,-2.1,-1.2,13,2,-1,-5,-1,-1
O=C(Nc1nc2ccsc2c(=O)s1)c1ccc(Cl)cc1,10,/,-0.7,2.4,3,-8,4,-7,2,-16
OCC1(Cc2ccccc2Cl)CCN(C/C=C/c2ccccc2)CC1,1,0,-3.2,1.4,/,-1,3,-6,0,1
CC(C)CC1NC(=O)N(CC(=O)N2CCCc3ccccc32)C1=O (stereo not given),0,-2,0.1,-0.8,-8,5,-2,-3,1,-4
CC(C)(C)c1ccc(-c2nnc(SCC(=O)NCC3CCCO3)n2N)cc1 (stereo not given),-1,/,-0.5,-0.6,-6,-3,0,-6,1,4
Cc1c(C)n2c(SCC(=O)NC3CCCCC3)nnc2[nH]c1=O,0,/,0.3,0.5,-9,0,-3,10,-1,-2
Cc1ccc(CN2[C@@H](c3ccccc3)COCCS2(=O)=O)cc1,1,-5,-0.2,-0.4,8,-5,-3,-2,-4,1
Cn1c(N)c(C(=O)CCl)c(=O)n(C)c1=O,0,-3,-0.2,0.1,0,-3,-5,-11,1,6
O=C(NCc1ccccc1)C1CC(=O)N(C2CCCCCC2)C1 (stereo not given),4,-2,6.2,-2.2,25,-3,-5,-9,1,8
CC(C)Oc1ccc(C(=O)NCCCNC(=O)c2ccccn2)cc1,-4,/,-0.4,1.1,/,-17,-8,-5,0,8
CCOC(=O)NNC(=O)CCn1c2c(c3ccccc31)CCCC2,6,-4,-0.3,1.1,6,-12,2,-1,-3,8
NC(=O)CN1CCN(C(=O)Nc2ccccc2)CC1,8,8,0.9,0.7,20,-3,-2,-6,-1,2
COc1ccc(-c2c(-c3cc(OC)cc(OC)c3)n(C)c3ccc(-c4ccc5cc[nH]c5c4)cc23)cc1,11,-2,-0.1,-1.7,-85,3,-1,8,-3,-8
SMILES,cardiac RTF act,CAL PDZ FP-1,CAL PDZ FP-2,C-LANA FP,SR-BI DiI-HDL act,RTF Ca sens inh,Keap1-Nrf2 PPI,PKA-R2B act,DAGLB inhibitor,Rtt109 HAT inh
O=C(CSc1nnc(-c2ccc(Br)cc2)n1CCc1ccccc1)NC1CCS(=O)(=O)C1 (stereo not given),-5,-3,-2.3,-0.8,8,11,0,-10,1,-7
CCc1nnc(NC(=O)CN2CCN(c3nc(-c4ccccc4)cs3)CC2)s1,3,/,-0.4,-0.1,-9,-5,1,7,0,-4
N#Cc1cc(C(=O)c2cc(Cl)ccc2O)cn(CC2CCCO2)c1=O (stereo not given),9,-3,3.5,1.6,/,-7,-4,1,0,-8
COc1ccc(-c2[nH]ncc2CNCC(C)(C)N2CCOCC2)cc1F,-7,-2,-1.4,0.9,11,4,4,8,0,1
C/C(=N\NC(=O)c1cc(C)nc2ccccc12)c1ccccn1,-5,-6,-2.4,0.8,4,2,-5,4,-1,1
O=Nc1c2nc3ccccc3n(O)c-2c2ccccc12,-1,-2,-2.8,-1.4,-1,-12,-4,2,-3,3
CCOc1ccc(NC(=O)COc2cccc3c2CCN(Cc2cccnc2)C3=O)cc1,-2,/,-1.2,-0.4,-28,-10,-1,7,0,3
COCCN(Cc1ccc(C)c(Br)c1)C(=O)Cn1cnc(S(=O)(=O)N2CCCC2)c1,-3,/,-0.6,-0.9,21,-10,3,-3,-1,9
COc1ccc(NS(=O)(=O)c2cccc3nsnc23)cc1OC,-1,-1,-1.8,0.3,10,-4,1,-10,2,0
O=C(NCC(c1ccco1)N1CCN(c2ccccc2)CC1)C(=O)NC1CCCC1 (stereo not given),-8,/,0.4,-0.7,11,-1,-2,-2,-1,1
O=C(OCC1OC(n2cc(Br)c(=O)[nH]c2=O)C(Br)C1O)c1ccccc1 (stereo not given),8,1,0.8,-0.8,0,-15,-1,6,-3,2
CCOC(=O)Cn1cnc2sc3c(c2c1=O)CCC3,8,2,-0.9,-1.4,-19,-19,0,-18,1,-27
CC(=O)c1cccc(N2C(=O)C3C(C(=O)Nc4cc(C)on4)C4(C)C=CC3(O4)C2C(=O)NC(C)(C)C)c1 (stereo not given),4,-3,-3.1,-1.5,7,-7,0,1,3,3

# Of the compounds above, these have a furan ring, fused or not:
SMILES,cardiac RTF act,CAL PDZ FP-1,CAL PDZ FP-2,C-LANA FP,SR-BI DiI-HDL act,RTF Ca sens inh,Keap1-Nrf2 PPI,PKA-R2B act,DAGLB inhibitor,Rtt109 HAT inh
Cc1c(C(=O)NCc2ccccn2)oc2ccccc12,2,/,-0.1,0.1,-6,2,-5,-2,1,-13
O=c1c2oc3ccccc3c2ncn1Cc1ccccc1Cl,5,-1,/,0.1,-8,-15,0,-11,-1,-6
O=C(NCC(c1ccco1)N1CCN(c2ccccc2)CC1)C(=O)NC1CCCC1 (stereo not given),-8,/,0.4,-0.7,11,-1,-2,-2,-1,1

# Compound activity from PubChem.
